CHO-K1 Ca antag: counter-screen for M1 antagonists: effect in parental CHO-K1 cells; 0.6% of 360,000 active; inhibition, % at 3 µM; AID 602250; ATP-induced calcium, Fluo-8 fluorescence;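 active = inhibition above a per-plate cutoff, the plate's mean sample inhibition plus 3 SD, cut at about 24% in these data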;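 note: 0% = DMSO plus EC80 ATP and 100% = DMSO alone without ATP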
CHRM1 PAM: human M1 muscarinic receptor positive allosteric modulators, primary screen, CHO-K1 cells, Fluo-8 calcium fluorescence, 1536-well | Muscarinic acetylcholine receptor M1 (Homo sapiens), P11229 | CHO-K1 hM1, ACh EC20; 0% = ACh EC20, 100% = maximal ACh | activation, % at 3 µM | 0.088% of 360,000 active | AID 588819, 2011; in the data active = activation above about 19%, passing the limit was not always enough
Target sequence (P11229 whole entry, looked up): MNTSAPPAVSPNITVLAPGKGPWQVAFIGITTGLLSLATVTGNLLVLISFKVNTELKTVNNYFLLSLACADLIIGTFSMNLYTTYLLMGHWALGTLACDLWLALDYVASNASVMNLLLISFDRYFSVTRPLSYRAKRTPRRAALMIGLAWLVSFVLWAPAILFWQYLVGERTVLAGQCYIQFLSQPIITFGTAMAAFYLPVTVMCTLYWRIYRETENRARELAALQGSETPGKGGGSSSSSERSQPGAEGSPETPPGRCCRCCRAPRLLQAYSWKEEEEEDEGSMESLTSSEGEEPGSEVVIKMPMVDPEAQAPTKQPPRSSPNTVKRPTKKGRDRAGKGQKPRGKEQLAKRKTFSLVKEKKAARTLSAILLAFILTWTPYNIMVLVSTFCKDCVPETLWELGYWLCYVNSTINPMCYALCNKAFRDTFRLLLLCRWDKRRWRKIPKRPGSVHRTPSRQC
CHO-K1 Ca ag: counter-screen for M1 agonists: effect in parental CHO-K1 cells; Fluo-8 calcium fluorescence; scaled to maximal ATP response, vehicle zero; activation, % at 3 µM; 0.48% of 360,000 active; AID 602248, 2012; in the data active = activation above about 15%;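 note: untransfected CHO-K1 host cells lacking M1 receptor as counterscreen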
TAAR1 antagonist: human TAAR1 antagonists, primary screen, Fluo-8 calcium fluorescence, CHO RD-HGA16 cells; Trace amine-associated receptor 1 (Homo sapiens), Q96RJ0; antagonist; inhibition, % at 3 µM; 1.5% of 360,000 active; AID 624466, 2012;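 active = inhibition above a per-plate cutoff, the mean inhibition of test compounds on that plate plus 3 SD, cut at about 49% in these data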;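 note: 0% = DMSO plus EC80 beta-PEA response and 100% = DMSO alone without agonist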
Target sequence (Q96RJ0 whole entry, looked up): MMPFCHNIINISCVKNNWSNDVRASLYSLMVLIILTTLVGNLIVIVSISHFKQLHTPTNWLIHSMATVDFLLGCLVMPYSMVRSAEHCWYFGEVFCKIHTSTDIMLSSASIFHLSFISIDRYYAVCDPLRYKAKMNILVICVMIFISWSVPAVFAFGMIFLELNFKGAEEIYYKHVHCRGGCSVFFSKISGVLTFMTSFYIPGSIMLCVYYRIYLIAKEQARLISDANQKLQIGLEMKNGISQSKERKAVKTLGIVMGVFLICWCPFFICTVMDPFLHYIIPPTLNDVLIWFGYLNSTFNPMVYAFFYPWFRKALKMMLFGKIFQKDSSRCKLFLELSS
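Test system: hTAAR1-expressing CHO RD-HGA16 cells, Gα16-coupled; Probe or stimulus: EC80 β-phenethylamine stimulus; Compound dosing: single nominal final test compound concentration of 3 µM; Timing: 140 s kinetic read after compound, 140 s after agonist; Signal: Fluo-8 calcium-sensitive fluorescence; Measure: % inhibition of agonist calcium response; Controls: DMSO and EC80 PEA controls.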
CHO-K1 Ca PAM: nonselective calcium activators in parental CHO-K1 cells, primary screen, counter-screen for M1 PAM project, cell-based, Fluo-8 calcium fluorescence, full deck, 1536-well. ATP EC20; 0% at ATP EC20, 100% at ATP max. activation, % at 3 µM. 0.02% of 360,000 active;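 active = activation above the run cutoff, the mean activation of all test compounds plus 3 SD, cut at about 40% in these data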;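 note: peak over basal fluorescence ratio in a 140 s read after ATP addition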
TAAR1 agonist: human TAAR1 agonists, primary screen, Fluo-8 calcium fluorescence, CHO RD-HGA16 cells; Trace amine-associated receptor 1 (Homo sapiens), Q96RJ0; vehicle wells 0%, saturating PEA agonist 100%; activation, % at 3 µM; 0.99% of 360,000 active; AID 624467, 2012;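 active = activation above the mean activation of all test compounds in the run plus 3 SD, cut at about 38% in these data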
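Assay system: CHO-derived RD-HGA16 cells with stable Gα16 and human TAAR1; timing: 17-24 h seeding, 75 min 37 °C dye, 30 min RT; read-out: % activation from peak over basal fluorescence ratio, DMSO-to-PEA scaled; measured by: kinetic Fluo-8 calcium fluorescence; benchmarks: low control DMSO, high control PEA (EC100); doses: 3 µM single concentration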
CHRM1 agonist: human M1 muscarinic receptor agonists, primary screen, Fluo-8 calcium fluorescence, CHO-K1 cells, HTS; AID 588814, 2011; CHO-K1 hM1, agonist mode; 0% DMSO, 100% acetylcholine EC100; activation, % at 3 µM; 0.33% of 360,000 active;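 active = activation above the run's mean compound activation plus 3 SD, cut at about 16% in these data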;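 note: peak over basal fluorescence ratio within a 140 s kinetic read after compound addition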
CHO parental Ca: ATP-evoked calcium signal inhibitors, parental CHO, primary screen, counter-screen for OX1R antagonist project, cell-based, fluorescence, Fluo-8 calcium dye; inhibition, % at 5.6 µM; parental CHO-K1, ATP-induced calcium, Fluo-8 fluorescence; 0.63% of 330,000 active;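 active = inhibition above that plate's mean sample inhibition plus 3 SD, cut at about 26% in these data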;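 note: 0% = ATP-challenged DMSO wells and 100% = DMSO wells without ATP; some compounds past the cut are filed as inactive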
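test system = CHO parental line | reagent = ATP stimulus | measured by = intracellular calcium via Fluo-8 no-wash fluorescent dye | control set = ATP and no-ATP DMSO wells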
M1 antag: human M1 muscarinic receptor antagonists, primary screen, CHO-K1 cells, Fluo-8 calcium fluorescence, 1536-well; Muscarinic acetylcholine receptor M1 (Homo sapiens), P11229; 1.3% of 360,000 active; inhibition, % at 3 µM; AID 588852, 2011; CHO-K1 hM1, ACh EC80 antagonist;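 active = percent inhibition above its own plate's cutoff, namely the mean of that plate's compound wells plus 3 SD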;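 note: peak over basal fluorescence ratio during 140 s after agonist addition; 0% = ACh EC80 plus DMSO and 100% = DMSO alone without agonist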
* = called active by the depositor; / = not tested or not shown.

SMILES	CHO-K1 Ca antag	CHRM1 PAM	CHO-K1 Ca ag	TAAR1 antagonist	CHO-K1 Ca PAM	TAAR1 agonist	CHRM1 agonist	CHO parental Ca	M1 antag
c1ccc2nc3[nH]cnc3nc2c1	-12	6	0.0	-5	10	2	1	-5	-23
CC(C)c1cccc(C(C)C)c1NC(=O)Cn1c(=O)cnc2ccccc21	-1	8	0.3	10	11	8	-8	-10	-9
CN1CCN(CCN2CCn3c2nc2ccccc23)CC1	-2	4	0.1	-1	13	2	-4	1	-19
COc1ccc(-n2c(C)cc(C(=O)COc3ccc(-n4cnnn4)cc3)c2C)cc1	4	-5	0.7	-1	7	1	-6	-2	3
CC(NC(=S)Nc1ccccc1Cl)C(c1cccs1)N1CCCC1 (stereo not given)	-9	-8	0.4	-8	5	-2	-12	-6	6
CSc1ccc(CN2CCC(n3nccc3NC(=O)C3CCOC3)CC2)cc1 (stereo not given)	-5	8	1.0	-30	10	6	-3	1	-8
COc1ccc(C(=O)NCc2oc(-c3ccccc3)cc2C(=O)O)cc1	-11	9	0.2	-13	15	0	-2	-10	-10
COCCCNC(=O)Cc1c(C)c2cc3c(cc2oc1=O)OC(C)(C)CC3	-11	11	2.7	-11	13	2	-6	-7	-17
O=[N+]([O-])c1ccc(Cl)cc1N1CCOCC1	3	8	0.1	11	14	8	-3	-1	-5
CCc1cccc(NC(=O)Cn2c(-c3ccccc3)cc(C(C)=O)c2C)c1	-11	4	0.6	2	25	1	-5	-9	1
CCOCCCNS(=O)(=O)c1cc(Br)cc2c1N(C(=O)C1CC1)CC2	-8	8	0.5	4	15	8	-4	-7	-9
O=c1cc(C(F)(F)F)nc(SCc2cccc3ccccc23)[nH]1	-10	-2	9.5	-54	7	-2	0	9	7
CC(C)c1ccc(NC2CCCN(C(=O)c3ccsc3)C2)cc1 (stereo not given)	-7	-1	3.8	-30	14	0	-4	-18	0
O=C(NCc1ccccn1)c1ccc(OC2CCN(Cc3ccccc3O)CC2)cc1	-14	3	2.2	4	14	2	-6	-17	-8
Cc1ccc(NC(=O)c2ccc(NCc3ccco3)c([N+](=O)[O-])c2)cc1Cl	7	-1	0.1	6	-4	0	-1	-18	2
CN(CCc1ccccn1)Cc1ccc(Cl)c(Cl)c1	-7	3	-0.7	-20	12	15	-7	-14	-12
CCC(CC)C(=O)c1c[nH]c(C(=O)N2CCN(c3ccc(OC)cc3)CC2)c1	-20	11	1.5	-28	25	2	-7	5	-13
O=C(Nc1ncnc2sc3c(c12)CCC3)c1ccco1	-13	10	0.4	-13	-1	-1	3	3	5
Cc1cc(Br)ccc1NC(=O)CN(C)C(=O)CNC(=O)Cc1ccccc1	5	11	-0.1	-10	1	2	-3	-13	-5
O=C(COCc1cc(-c2ccc3c(c2)OCO3)on1)N1CCN(c2cccc(C(F)(F)F)c2)CC1	1	6	0.5	5	-21	4	-3	-6	-5

Whole records from above. Screens in order: CHO-K1 Ca antag	CHRM1 PAM	CHO-K1 Ca ag	TAAR1 antagonist	CHO-K1 Ca PAM	TAAR1 agonist	CHRM1 agonist	CHO parental Ca	M1 antag
Cc1ccc(NC(=O)c2ccc(NCc3ccco3)c([N+](=O)[O-])c2)cc1Cl across the screens: 7	-1	0.1	6	-4	0	-1	-18	2
CSc1ccc(CN2CCC(n3nccc3NC(=O)C3CCOC3)CC2)cc1 (stereo not given) across the screens: -5	8	1.0	-30	10	6	-3	1	-8
O=C(NCc1ccccn1)c1ccc(OC2CCN(Cc3ccccc3O)CC2)cc1 across the screens: -14	3	2.2	4	14	2	-6	-17	-8
CC(C)c1cccc(C(C)C)c1NC(=O)Cn1c(=O)cnc2ccccc21 across the screens: -1	8	0.3	10	11	8	-8	-10	-9

Going on with the list.
SMILES	CHO-K1 Ca antag	CHRM1 PAM	CHO-K1 Ca ag	TAAR1 antagonist	CHO-K1 Ca PAM	TAAR1 agonist	CHRM1 agonist	CHO parental Ca	M1 antag
COC(=O)c1cc(=O)c2c(ccc3oc(=O)ccc32)[nH]1	1	2	-0.2	3	0	-1	-6	/	2
COc1ccc(CC(=O)N2CCC(C)(C(=O)NS(=O)(=O)C3CC3)C2)cc1OC (stereo not given)	15	-3	-0.1	3	-16	4	-1	/	3
O=C(c1ccc(F)cc1)N1CCCCC(Sc2nnnn2-c2ccccc2)C1=O (stereo not given)	17	6	-0.2	17	-6	17	-3	6	-18
COc1ccccc1CNC(=O)c1ccccc1SCC(=O)NCc1ccco1	4	5	2.1	6	4	3	-4	/	-9
CN(CCOc1ccccc1)CC(=O)Nc1cccc(C#N)c1	1	5	1.8	-9	27	3	-7	-8	-1
Cn1cc([N+](=O)[O-])c(C(=O)NC2CCCCCC2)n1	-3	8	1.9	-29	11	2	-3	/	-4
Cn1c(N)c(C(=O)COC(=O)CC(NC(=O)c2ccccc2Cl)c2ccccc2)c(=O)n(C)c1=O (stereo not given)	-1	-2	3.9	17	1	9	-8	-26	-3
COCC1CCN(C(=O)c2cc(COc3ccc(OC)cc3Cl)on2)C1 (stereo not given)	-12	6	0.6	-17	10	2	-4	/	-20
Cc1ccc(Cl)c(NC(=O)COC(=O)c2nn(C)c(=O)c3ccccc23)c1Cl	-11	10	0.7	-6	1	1	-2	-12	-8
O=C(O)c1ccc(N2CCCCCC2)c(N2C(=O)c3ccccc3C2=O)c1	-6	3	0.3	-22	9	-1	-4	-10	11
CC1(c2nnnn2Cc2ccccc2)CCC(=O)N1CCc1ccc(O)cc1 (stereo not given)	6	/	1.7	7	-1	6	/	/	/
Cc1nc2ccc(N=NN(C)C)cc2[nH]1	0	5	0.1	4	-1	0	-2	9	-7
Cc1c(C(=O)NCC2COc3ccccc3O2)oc2ccc(S(=O)(=O)N(C)C3CCCCC3)cc12 (stereo not given)	-7	4	-0.3	18	-8	12	-2	-25	-22
Cc1cc(C)cc(NC(=O)CSc2nccn2Cc2ccco2)c1	-5	-1	0.6	1	15	-2	-5	-11	-19
O=C(Nc1cccnc1)c1cc(-c2cccnc2)nc2ccc(Br)cc12	-3	-2	0.6	-5	26	1	-2	-13	0
COc1ccc(Cl)cc1N(C(C)C(=O)NC1CCCC1)S(C)(=O)=O (stereo not given)	0	7	1.6	-3	23	4	-7	-11	-6
CCCCCCN1C[C@H](n2cc(C3CC3)nn2)[C@@H](O)C[C@@H]1c1ccc(Cl)cc1	-14	8	1.0	-11	23	0	-8	/	-17
CC(OC(=O)c1ccc2c(=O)n3c(nc2c1)CCC3)C(N)=O (stereo not given)	6	-1	0.0	-2	-20	1	-5	0	4
COc1cc(CNC(=O)OC2CC3CC2[C@H]2CCCCN2C3=O)cc(OC)c1 (stereo not given in full)	-14	/	1.3	-20	15	1	/	/	/
CCOc1ccc(C(C)=O)cc1COC(=O)C(C)N=C1NS(=O)(=O)c2ccccc21 (stereo not given)	-7	-5	2.3	4	-6	0	-4	-16	8
CCC(c1nnc(SCC(=O)Nc2nnc(-c3ccccc3)o2)o1)N(C)C (stereo not given)	20	8	-0.2	3	0	5	0	5	-5
CCOCCCNc1nc(-c2ccccc2)nc2ccccc12	-3	10	3.9	14	16	17	-3	-3	-22
COc1ccc(OC)c(C(O)c2ncc(-c3cccc4ccccc34)[nH]2)c1 (stereo not given)	-4	3	3.0	7	5	4	-3	/	-1
CCOC(=O)c1cc(C)sc1N1C(=O)C2C3C=CC(C3)C2C1=O (stereo not given)	7	-8	-0.5	-11	-7	5	-3	2	16
CC1CN(C(=O)CCC(=O)NCCCN2C(C)CCCC2C)c2ccccc2O1 (stereo not given)	-4	-1	0.0	-5	-4	1	-12	-10	2
CCOC(=O)C1CCN(c2ncnc3cc(OC)c(OC)cc23)CC1	-2	8	1.4	-5	-5	1	-2	-33	3
COc1nc(-c2ccccc2)ccc1-c1noc(-c2ccccc2)n1	-11	12	0.6	-17	21	-1	-1	-21	-4
CC1CCCCC1NC(=O)CSc1nnc(-c2ccncc2)n1CCCN(C)C (stereo not given)	-17	8	0.3	-3	-10	-3	-3	6	-6
COc1ccc(-c2oc3ccc(-c4cc(OC)c(OC)c(OC)c4)cc3c2-c2ccc(OC)nc2)cc1	-17	9	1.2	7	7	2	-2	-27	-4
O=C(N/N=C/c1ccco1)c1cc2ccccc2o1	-9	2	0.6	6	14	5	0	-14	9
O=C1CN(C(=O)COc2ccccc2Cl)c2ccccc2N1	-7	3	0.5	-12	5	1	-3	-19	5
COCCNC(=O)C(c1ccccc1)N(C(=O)Cn1nnc2ccccc21)c1cccnc1 (stereo not given)	-9	9	-0.4	-18	17	9	-1	-6	-18
CS(=O)(=O)N1CCCC(C(=O)Nc2ccc(F)cc2)C1 (stereo not given)	1	8	0.1	-19	-2	2	0	7	-8
CN1CCN(NC(=O)c2ccc(S(=O)(=O)N3CC4(C)CC3CC(C)(C)C4)cc2)CC1 (stereo not given)	-7	12	0.2	-21	2	1	4	4	-16
CSc1nc(SCC(=O)NCc2ccco2)c2c3c(sc2n1)CN(C)CC3	10	-10	0.1	-11	-3	0	-8	-7	15
Cc1ccc(S(=O)(=O)Nc2ccncc2)c(C)c1N(C)S(=O)(=O)c1ccc(F)cc1	0	8	1.1	-11	21	0	-6	-16	-4
Cc1cc(NS(=O)(=O)c2cn(C)nc2C)no1	2	-1	0.5	-9	-6	1	-2	9	4
O=C1OC(c2ccccc2)C2(CCCC2)C(=O)C12CCCC2 (stereo not given)	15	8	0.1	0	-5	12	-1	-11	1
O=C(Nc1cccc(OC(F)(F)F)c1)C1Cc2c(-c3ccccc3Oc3ccccc3)ccnc2O1 (stereo not given)	-5	-5	0.9	9	-4	6	-4	/	5
CC1CN(CCn2cnc3c(N)ncnc32)CC(C)O1 (stereo not given)	-5	4	0.2	-11	4	1	-3	-18	-8
COC(=O)c1ccc(C)c(NC(=O)CSc2sc3c(O)cc(=O)[nH]c3c2C#N)c1	-22	3	-0.1	-14	-4	0	-4	-1	-5
O=C(O)CCCc1ccc2ccc3cccc4ccc1c2c34	-5	7	4.8	1	16	9	-7	10	-9
CC(=O)c1cccc(S(=O)(=O)N2CCC(C(=O)O)CC2)c1	-14	16	0.1	2	7	0	-1	-4	-12
COC(=O)c1ccc(/C=C/c2c(-c3ccsc3)sc3ccccc23)cc1	-11	-14	0.0	-5	-11	12	-7	-3	40*

Screening results as filed in PubChem.

Random draw from the library. Share with any hit: about 4.4%.
